M1 antag = blocks human M1 muscarinic receptor; P11229; CHO-K1 hM1, Fluo-8 calcium fluorescence, ACh EC80 antagonist; inhibition, % at 3 µM; hit rate 1.3% among 360,000;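 active = percent inhibition above its own plate's cutoff, namely the mean of that plate's compound wells plus 3 SD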;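 note: peak over basal fluorescence ratio during 140 s after agonist addition; 0% = ACh EC80 plus DMSO and 100% = DMSO alone without agonist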
M1 ag = agonists of human M1 muscarinic receptor; P11229; CHO-K1 hM1, Fluo-8 calcium fluorescence, agonist mode; 0% DMSO, 100% acetylcholine EC100; activation, % at 3 µM; hit rate 0.33% among 360,000;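 active = activation above the run's mean compound activation plus 3 SD, cut at about 16% in these data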;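 note: peak over basal fluorescence ratio within a 140 s kinetic read after compound addition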
TAAR1 ag = human TAAR1 agonism; CHO RD-HGA16 TAAR1, Fluo-8 calcium fluorescence; vehicle wells 0%, saturating PEA agonist 100%; Q96RJ0; AID 624467; hit rate 0.99% among 360,000; activation, % at 3 µM;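 active = activation above the mean activation of all test compounds in the run plus 3 SD, cut at about 38% in these data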
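Benchmarks: low control DMSO, high control PEA (EC100); System: CHO RD-HGA16 cells carrying human TAAR1 plus Gα16; Detection: Fluo-8 fluorescence, 5 s baseline then 140 s kinetic read; Schedule: 17-24 h plating, Fluo-8 75 min 37 °C, 30 min RT; Read-out basis: % activation from peak over basal fluorescence ratio, DMSO-to-PEA scaled.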
M5 ag = agonists of human muscarinic M5 receptor (CHRM5). P08912. CHO-K1 hM5 cells, Fluo-8 calcium fluorescence; 0% DMSO wells, 100% maximal acetylcholine response. activation, % at 3 µM. hit rate 0.19% among 360,000. AID 624037;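 active = activation above the run's mean over test compounds plus 3 SD, cut at about 23% in these data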;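 note: signal is peak over basal fluorescence ratio across the kinetic read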
Target sequence (P08912 whole entry, looked up): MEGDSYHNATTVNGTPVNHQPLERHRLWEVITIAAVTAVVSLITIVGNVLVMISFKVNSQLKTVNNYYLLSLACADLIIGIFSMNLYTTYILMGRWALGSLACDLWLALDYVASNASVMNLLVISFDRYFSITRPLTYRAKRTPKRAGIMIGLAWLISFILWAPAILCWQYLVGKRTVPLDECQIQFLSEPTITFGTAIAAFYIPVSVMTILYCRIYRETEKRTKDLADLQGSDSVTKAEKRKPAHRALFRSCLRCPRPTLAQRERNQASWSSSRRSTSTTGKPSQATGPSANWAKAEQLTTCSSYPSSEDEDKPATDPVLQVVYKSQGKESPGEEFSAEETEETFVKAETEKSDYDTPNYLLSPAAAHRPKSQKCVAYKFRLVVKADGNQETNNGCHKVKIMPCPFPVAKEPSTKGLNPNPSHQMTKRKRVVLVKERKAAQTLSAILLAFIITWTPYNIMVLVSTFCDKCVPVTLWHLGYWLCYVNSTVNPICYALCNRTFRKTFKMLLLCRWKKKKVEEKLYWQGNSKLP
M5 PAM = potentiates acetylcholine response at human M5 receptor | P08912 | CHO-K1 hM5, Fluo-8 calcium, ACh EC20 PAM; 0% = ACh EC20, 100% = ACh EC100 | activation, % at 3 µM | hit rate 0.3% among 360,000 | AID 624038;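 active = activation above the run cutoff, the mean activation of all test compounds plus 3 SD, cut at about 18% in these data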
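Replicates: One well per compound, no replicates | System: Human M5 receptor in CHO-K1 cells | Benchmarks: Low control EC20 acetylcholine (0%), high control EC100 acetylcholine (100%) | Probe or stimulus: Acetylcholine, EC20 level | Times: Fluo-8 loading 80 min at 37 °C plus 30 min room temperature | Signal: Intracellular calcium via Fluo-8 fluorescence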
M4 antag = antagonists of human muscarinic M4 receptor (CHRM4) | CHO-hM4 cells, ACh EC80, Fluo-8 calcium fluorescence | inhibition, % at 3 µM | hit rate 0.73% among 360,000 | AID 624125;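 active = inhibition above its plate's cutoff, the mean inhibition of sample wells plus 3 SD, cut at about 27% in these data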;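 note: 0% = acetylcholine EC80 with DMSO and 100% = DMSO without agonist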
CHRM5 antagonist = blocks acetylcholine activation of human M5 receptor; AID 624040; inhibition, % at 3 µM; CHO-hM5 cells, Fluo-8 calcium fluorescence, ACh EC80; hit rate 0.59% among 360,000;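 active = inhibition above a per-plate cutoff, the mean of that plate's test compounds plus 3 SD, cut at about 27% in these data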;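 note: 0% = acetylcholine EC80 with DMSO and 100% = DMSO without agonist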
M4 ag = CHRM4 agonism in calcium assay; hit rate 0.14% among 360,000; activation, % at 3 µM; CHO-K1 hM4/Gqi5, Fluo-8 calcium fluorescence; vehicle 0%, full acetylcholine response 100%;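 active = activation above the run mean over all test wells plus 3 SD, cut at about 32% in these data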;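 note: peak over basal fluorescence ratio per well then scaled between controls; 0% = DMSO wells and 100% = acetylcholine at EC100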
CHRM1 PAM = human CHRM1 positive allosteric modulation | CHO-K1 hM1, Fluo-8 calcium fluorescence, ACh EC20; 0% = ACh EC20, 100% = maximal ACh | hit rate 0.088% among 360,000 | activation, % at 3 µM | P11229; in the data active = activation above about 19%, passing the limit was not always enough
Active calls of the source: *; x = not tested or not shown. This is a subset; the hit share may differ from the screen's.

structure	M1 antag	M1 ag	TAAR1 ag	M5 ag	M5 PAM	M4 antag	CHRM5 antagonist	M4 ag	CHRM1 PAM
O=S(=O)(Nc1nccs1)c1ccc(NCc2cc(Br)cc(Br)c2O)cc1	-14	-4	12	-1	4	8	4	1	-1
CCOC(=O)C1=C(C(F)(F)F)Nc2ncnn2C1c1cc(OC)ccc1OC (stereo unspecified)	-5	-5	8	-3	3	2	-3	1	10
CCn1c(SCC(=O)N2CCN(c3ccc(F)cc3)CC2)nnc1-c1ccncc1	-3	-4	12	2	-6	5	0	0	1
COc1ccc(OC)c2c(C)cc(N3CCCN(C)CC3)nc12	-11	-15	4	-6	-4	1	6	1	3
C[C@H]1CN([C@@H](C)CO)C(=O)Cc2cc(NC(=O)Cc3ccccc3)ccc2O[C@H]1CN(C)S(=O)(=O)c1cccs1	-8	-10	14	0	-1	35*	4	1	9
O=[N+]([O-])c1ccc2ncnc(N3CCN(Cc4ccc5c(c4)OCO5)CC3)c2c1	-3	-3	2	-2	-12	-4	8	9	-4
O=C(c1ccc2oc(CCCc3ccccc3)nc2c1)N1CCCC(CCCO)C1 (stereo unspecified)	4	1	1	1	-7	9	0	5	-2
O=C(CSc1cccc[n+]1[O-])c1ccc(Cl)s1	4	-5	0	-5	4	0	6	0	8
COc1ccccc1CNC(=O)CSc1ccc(-c2cccc([N+](=O)[O-])c2)nn1	-12	-1	4	-1	0	-4	6	1	13
CN(CCc1ccccn1)C(=O)CCC1CCCN(C(=O)c2c(F)ccc(F)c2F)C1 (stereo unspecified)	-7	-2	4	-4	-7	-1	4	2	4
Cc1ccsc1/C=N/NC(=O)CC(=O)NCC(C)C	-3	-1	7	-3	6	-5	-5	2	1
CCOC(=O)CCNC(=O)N1CCCC(C(=O)c2cccc(Cl)c2)C1 (stereo unspecified)	-8	-12	9	-3	-2	-2	-1	1	7
O=C(NN=Cc1ccccc1Cl)c1cccc2ccccc12	-9	-1	2	1	-1	0	2	1	0
CC1(C)C=Cc2c(c3c(c4c(=O)c(-c5ccc(O)cc5)coc24)OC(C)(C)CC3)O1	-5	-9	5	-3	-5	-10	9	1	6
CC(=O)Nc1ccc(NC(=O)[C@@H](NC(=O)c2cccc(C)c2)C(C)C)cc1	-12	-8	-2	-5	-5	-12	20	0	8
Cc1ccccc1-n1nc(C(=O)c2cccs2)cc(-c2nc3ccccc3[nH]2)c1=N	10	-2	12	-2	-11	5	13	11	-6
CC(OC(=O)CC1CCCCC1)C(=O)Nc1cccc(C#N)c1 (stereo unspecified)	-11	-4	-1	-3	7	0	2	4	8
C=COC(=O)CSc1nc(-c2cccs2)ccc1C#N	9	-10	5	-2	-9	1	8	0	-7
N#CCC(=O)Nc1ccc(C(=O)OCC(=O)NCc2ccc3c(c2)OCO3)cc1	5	-3	4	2	-4	6	5	4	1
Cc1ccccc1NC(=O)CC1SC(=Nc2ccc(O)cc2)NC1=O (stereo unspecified)	-6	-4	1	-4	5	0	-2	1	9

New compounds follow.
structure	M1 antag	M1 ag	TAAR1 ag	M5 ag	M5 PAM	M4 antag	CHRM5 antagonist	M4 ag	CHRM1 PAM
CC1(C2CC2)NC(=O)N(CC(=O)N2CCN(c3cccc(C(F)(F)F)c3)CC2)C1=O (stereo unspecified)	-1	-2	10	2	-6	1	22	10	-6
CC(C)(C)NC(=O)Cn1c(Cl)nc2ccccc21	-6	-6	6	1	2	4	4	1	11
Cc1csc2ncc(C(=O)N3CCCc4ccccc43)c(=O)n12	-3	-4	0	-2	1	0	-7	0	1
CCOC(=O)c1c(-c2ccc(OC)cc2)oc2ccc(OCC(N)=O)cc12	-1	-4	4	-4	0	-8	-2	4	2
Cc1ccc(N/N=C(\C#N)C(=N)N2CCCCCC2)cc1	10	-6	4	-4	-1	2	5	1	-1
CON(C)C(=O)CCN(Cc1ccccc1)C(=O)OC(C)(C)C	-6	-8	2	-4	19*	-7	-5	2	1
O=C(O)/C=C/c1ccc([N+](=O)[O-])o1	-1	-5	3	2	2	-1	-3	2	11
O=[N+]([O-])/C=C\c1ccc(N2CCCC2)c(F)c1	51*	24*	x	64*	-27	34*	78*	41*	3
Cc1onc(-c2c(Cl)cccc2Cl)c1C(N)=S	4	-7	14	-4	-2	2	-12	3	-1
Cc1ccc2sc(N(CCCN(C)C)C(=O)c3ccc(S(=O)(=O)N4CCCCCC4)cc3)nc2c1C	-14	-2	37	-3	5	2	3	5	8
COCC(C)n1c(C)cc(C(=O)CSc2nc3ccccc3c(=O)[nH]2)c1C (stereo unspecified)	15	3	17	5	-15	16	13	17	-10
COc1cc(C(=O)Nc2ccc(NC(C)=O)cc2)ccc1OCc1ccccc1	-5	-1	2	2	1	-4	13	0	13
Cc1ccc(OC(=O)C2c3ccccc3Oc3ccccc32)cc1C	1	-7	0	-3	-5	16	6	-1	-6
COc1cc(SC)ccc1C(=O)N(C)CC(=O)Nc1cccc2ccccc12	-2	-4	0	-1	-1	0	1	3	2
Cc1ccc(S(=O)(=O)N[C@H](C(=O)N2CCC(C(=O)N[C@@H](CCC(N)=O)C(=O)O)CC2)C(C)C)cc1	1	-4	0	0	-5	-3	5	0	-5
O=C(NC1CCCC1)C(c1ccsc1)N(Cc1ccccc1)C(=O)Cc1cccs1 (stereo unspecified)	15	-4	6	1	-16	-8	22	10	-9
Cc1cc(NCc2ccccn2)n2ncc(-c3ccccc3)c2n1	2	-6	9	-16	-6	-5	2	10	-4
CCS(=O)(=O)c1ccc2oc(SCC(=O)NCCc3ccc(OC)cc3)nc2c1	-3	-3	0	3	6	-5	-4	2	3
Cc1cccc(C)c1NC(=O)COc1cccc(/C=N/NC(=O)C(=O)NCc2ccccc2)c1	-6	-3	9	-4	-6	2	-4	0	6
O=C(NCc1ccco1)Nc1cccs1	-12	-1	8	0	1	-7	-7	1	7

Later entries
Values run as follows: M1 antag, M1 ag, TAAR1 ag, M5 ag, M5 PAM, M4 antag, CHRM5 antagonist, M4 ag, CHRM1 PAM
> CCOC(=O)c1c(C)cc2c(CO)n[nH]c(=O)c2c1C
→ -12, -2, 1, 0, -3, -17, -1, 1, 5
> CCc1cccc(NC(=O)C2CCN(S(=O)(=O)c3ccc4c(c3)NC(=O)CO4)CC2)c1
→ -12, -2, 1, -1, 1, -3, 11, 3, 11
> COc1ccc(NC(=O)C(c2ccccc2)n2c(=O)c(-c3ccco3)nc3ccccc32)cc1 (stereo unspecified)
→ x, x, 1, 2, 6, 3, 4, 2, x
> O=C(Nc1ncc(Cc2ccc(SC(F)F)cc2)s1)c1ccccc1
→ -7, -1, 44*, 1, -2, 0, 1, 1, 8
> Cc1ccc2c(c1)NC(=O)C(CC(=O)NCCCN1CCc3ccccc3C1)O2 (stereo unspecified)
→ 7, -14, 3, -3, -1, -1, 9, 0, -11

High-throughput results as filed in PubChem.
